# S2 tox – cell viability loss in ATXN counter-screen | S2 cells (HEK-293 line with an ATXN2-luciferase reporter) viability, CellTiter-Fluor protease fluorescence, 24 h | Potency, µM (top dose mostly 56.7 µM), most hits filed as cytotoxic | hit rate 0.49% among 400,000; further: potency means the concentration at half of the fitted maximal effect; nearly all actives have a fitted effect of over 40% in size
# Nrf2 block – Nrf2 pathway inhibition; A549 ARE-Fluc reporter, luciferase luminescence, 18-24 h; Potency, µM (series often up to 46 µM), without a hit: at the top dose activity change, negative = inhibition, actives largely listed as inhibitors; hit rate 2.1% among 360,000; AID 504444; further: potency means the concentration at half of the fitted maximal effect; on the % scale 0 is the no-effect control and ±100 the full control effect; nearly all actives have a fitted effect of over 60% in size
#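 Two sequential reads on A549 ARE_Fluc cells exposed to compound for 18-24 h: a CellTiter-Fluor fluorescence read for viability, then a luciferase luminescence read for Nrf2/ARE activity.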
# HepG2 viability – kills HepG2 cells in TGF-b inhibitor counter-screen. HepG2 CAGA-GFP viability, ATP luminescence, 18 h. Potency, µM (series often up to 46.1 µM), for inactives: at the top dose activity change, negative = cytotoxicity, actives largely listed as cytotoxic. hit rate 0.76% among 410,000. AID 588856; further: potency means the concentration at half of the fitted maximal effect; some results filed as inactive show a strong effect at the top dose
#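 CellTiter-Glo luminescence gave cytotoxicity after 18 hours at 37 degrees C. The cells were HepG2 CAGA-GFP in 1% FBS DMEM, stimulated with 500 pg/mL TGF-beta after compound addition. %Activity was normalised to no-cell wells (complete cell-killing) and DMSO (no toxicity), and curves were fitted and classified.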
# A549 tox – A549 cytotoxicity, counter-screen for Nrf2 inhibitors; A549 ARE-Fluc cells, CellTiter-Fluor viability, 18-24 h; Potency, µM (titrated, usually from 46 µM), inactives show at the top dose activity change, negative = cytotoxicity, hits mostly inhibitors; hit rate 0.16% among 390,000; AID 504648; further: potency means the concentration at half of the fitted maximal effect; on the % scale 0 is the no-effect control and ±100 the full control effect
#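 Cytotoxicity counterscreen: CellTiter-Fluor fluorescence was measured in A549 ARE_Fluc cells after 18-24 h of compound exposure in a concentration series. The subsequent BugLite luminescent read reports ARE-luciferase activity.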
# MCF10A rerep – DNA re-replication induction in MCF 10a cells. hit rate 2.9% among 350,000. Potency, µM (highest dose often 46.1 µM), for the others: top-dose activity, positive = re-replication, usual class: activators. MCF 10A DNA re-replication, Hoechst nuclear intensity, 48 h. AID 624296; further: potency means the concentration at half of the fitted maximal effect; % of control where 0% means no effect; nearly all actives have a fitted effect of over 50% in size
# ATXN2 expr inh – ATXN2 expression inhibition. HEK-293 ATXN2-luciferase reporter, luminescence, 24 h. Potency, µM (series often up to 57 µM), without a hit: at the highest dose activity change, negative = inhibition, actives largely listed as inhibitors. hit rate 0.72% among 360,000. AID 1745845; further: potency means the concentration at half of the fitted maximal effect; on the % scale 0 is the no-effect control and ±100 the full control effect; nearly all actives have a fitted effect of over 55% in size
#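 ATXN2-luciferase reporter cells (luciferase flanked by upstream and downstream ATXN2 gene portions) were treated 24 h at 37 °C with compounds at up to 57 uM. SteadyGlo luminescence gave expression; GF-AFC fluorescence gave viability.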
# Nrf2 activator – activators of Nrf2 (ARE) signaling | AREc32 ARE-luciferase reporter (MCF7-derived line), luminescence, 24 h | Potency, µM (highest dose often 46.1 µM), without a hit: top-dose activation, actives largely listed as activators | hit rate 0.31% among 410,000; further: potency means the concentration at half of the fitted maximal effect; % of control where 0% means no effect; nearly all actives have a fitted effect of over 65% in size
#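 ARE-driven firefly luciferase activity in AREc32 cells measured after a 24 hr compound exposure at 37 deg C, using Steady-Glo reagent and a 30 min room-temperature hold.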
# TGFb SMAD3 inh – blocks TGF-b signaling; HepG2 CAGA-GFP TGF-b/SMAD3 reporter, GFP fluorescence, 18 h; TGF-beta stimulated, 500 pg/mL final; hit rate 1.2% among 410,000; AID 588855; Potency, µM (titrated, usually from 46.1 µM), for inactives: at the highest dose activity, negative = inhibition, hits mostly inhibitors; further: potency means the concentration at half of the fitted maximal effect; on the % scale 0 is the no-effect control and ±100 the full control effect; nearly all actives have a fitted effect of over 65% in size
#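 Per well, imaged GFP fluorescence of HEPG2 CAGA-GFP cells gives the signal; cells get compound, then TGF-beta (500 pg/mL final), 18 h at 37 degrees C; %Activity versus -TGF-beta and +DMSO controls.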
# IL-1B inflam inh – blocks inflammasome-driven IL-1 beta release | THP-1 LPS/ATP IL-1B secretion, AlphaLISA, 16 h; hits give low values | activity change, % at 57.5 µM | hit rate 4.7% among 360,000 | AID 743279; in the data active means activity change below about -50%; inconclusive means mostly about -30% to -49%; further: on the % scale 0 is the no-effect control and ±100 the full control effect
#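 THP-1 cells pretreated 1 hr with compounds (up to 57.5 uM final), then stimulated with LPS (250 ng/mL final) plus ATP (1.25 mM final); secreted IL-1B measured by AlphaLISA after 16 hr, decreased signal indicating inhibition.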
# The depositor's hits bear a star; i = inactive; ? = inconclusive; nt = not tested or not shown; [ ] = dose if it differs, or a comment. Unless noted, the call rests on the fitted dose curve; in most records, active means well fitted curve in the direction sought with a large enough effect; inconclusive means small, poorly fitted or top-dose-only effect, or another doubt; inactive means no such curve, though single readings can be large; an effect the other way counts as inactive or inconclusive.
SMILES,S2 tox,Nrf2 block,HepG2 viability,A549 tox,MCF10A rerep,ATXN2 expr inh,Nrf2 activator,TGFb SMAD3 inh,IL-1B inflam inh
NC(c1csc(NC(=O)Nc2ccccc2Oc2ccccc2)n1)c1ccccc1Cl (stereo not given),?,nt,-50%,nt,nt,-24%,3.9%[9.22 µM],?,-72*
NC(=O)c1ccccc1OCC(=O)Nc1ccc2c(c1)CCC2,i,-17%,11%,4%,-3%,nt,4.2%,14%,-13
O=C(Nc1cnc2ccccc2c1)c1cccc(-n2cnnn2)c1,i,8%,10%,-2%,391%[0.0737 µM],51%[activator],4.6%,6%,11
COCCNC(=O)C1(C)Cc2c(-c3ccc(NC(C)=O)cc3)ccnc2O1 (stereo not given),i,nt,7%,nt,nt,11%,-0.1%[9.22 µM],14%,0
Cc1ccc(S(=O)(=O)NCC(Nc2cccc(Cl)c2)c2ccccc2)cc1 (stereo not given),i,?,18µM*,3%,nt,?,-2.5%,11µM*,nt
Cc1cccc(C)c1OCC(=O)N1CCC(c2nc3ccccc3o2)CC1,nt,-11%,-29%,0%,nt,nt,2.9%,0%,nt
COc1ccccc1C(=O)CSc1nccn1C,i,-5%,-15%,-2%,0%,22%,5.6%,-15%,-19
O=C(NC(=S)Nc1ccccc1C(=O)O)c1cncc(Br)c1,i,-7%,3%,-1%,6%,-2%,-0.4%,6%,-7
CCOC(=O)c1cccc(NC(=O)CSc2nc3ccccc3c(=O)n2CC)c1,i,?,4%,-3%,4%,-1%,-0.2%,3%,-1
Cc1ccc(-c2csc3ncn(Cc4ccc(C(=O)O)cc4)c(=O)c23)cc1C,i,-23%,-19%,-7%,14%,-29%,-0.3%,1%,36
COCCn1c(C)cc(C(=O)COC(=O)c2cccc(O)c2)c1C,i,?,-38%,2%,-1%,nt,-4.6%,22%,-11
CCCCOc1ccc(C(=O)NCC2(N3CCN(C)CC3)CCCCC2)cc1,nt,?,-20%,-10%,nt,nt,2.9%,0%,nt
COc1ccc(C(=O)NCC(=O)NCC(=O)OCc2ccc(Br)cc2)cc1,i,4%,-12%,0%,-3%,-18%,0.2%,4%,28
Cc1ccc(OCC(=O)OCc2cc(=O)n3nc(C4CCCCC4)sc3n2)cc1,i,?,2%,11%,nt,13%,0.5%,-4%,nt
CC(=O)N1c2ccc(S(=O)(=O)NCCC(=O)NCCc3cccc(C)c3)cc2CC1C (stereo not given),i,?,-16%,-5%,2%,-24%,-0.7%,-20%,-1
CCOC(=O)c1c(N)sc(C(O)(C(F)(F)F)C(F)(F)F)c1-c1ccc(F)cc1,i,?,-114%,?,-189%[0.0737 µM],-31%,2.1%,?,5
Cc1cccc(-n2cc(C#N)c(=O)[nH]c2=O)n1,i,2%,-13%,1%,4%,0%,0.4%,0%,0
Cc1ccc2c(c1)/C(=C/c1ccc(F)cc1)C(=O)N2,?,?,10µM*,-10%,?,nt,?,?,-75*
CCC(=O)c1ccc(OCc2ccccc2)c(OC)c1,i,?,1%,0%,-2%,74%[activator],3.6%,-28%,-3
Cc1ccc(NC(=S)NNC(=O)c2nnn(-c3ccccc3)c2C)cc1,i,4%,-3%,-3%,-75%[inhibitor],12%,0.1%,2%,-19
C/C(=N/NS(=O)(=O)c1ccc(C)cc1C)c1ccc2c(c1)OCO2,i,-2%,-1%,-9%,3%,-8%,-0.4%,9%,-7
CCCCN(C(=O)C1=COCCO1)c1c(N)n(CCC)c(=O)[nH]c1=O,i,-5%,2%,-3%,-1%,10%,-0.6%,0%,11
O=C(NC1CCCCCC1)C1c2ccccc2C(=O)N1CCCN1CCOCC1 (stereo not given),?,2%,5%,1%,-3%,2%,-0.3%,1%,14
Cc1ccc(S(=O)(=O)N2CCOCC2)cc1NC(=O)COC(=O)c1cc(=O)[nH]c2ccccc12,i,0%,-5%,1%,2%,-2%,0.1%,0%,22
C[C@@H]1CN([C@H](C)CO)C(=O)CCCn2nncc2CO[C@H]1CN(C)Cc1ccccc1C(F)(F)F,?,nt,-33%,nt,nt,-29%,-1.2%,-22%,-9
Cc1cc(C)c(C)c(S(=O)(=O)N2CCN(C(=O)c3ccncc3)CC2)c1C,?,-2%,10%,-3%,-8%,10%,-0.8%,12%,1
CSc1sc(C(=O)NN)c2c1C(O)CCC2 (stereo not given),i,5%,-23%,0%,-16%,-1%,-0.4%,?,nt
N#CC(C(=O)Nc1ccccc1)=C1CCCCC1,?,?,6%,-7%,-7%,0%,-0.1%,31%,?
COC(=O)CCN(Cc1ccccc1)S(=O)(=O)c1ccccc1Br,i,9%,-1%,1%,-2%,-2%,0.3%,5%,37
COCCn1c(SCC(=O)c2ccccc2)nc2cc(C(=O)NC3CCCC3)ccc2c1=O,i,?,-28%,-1%,nt,15%,4.2%,-21%,nt

# TGFb SMAD3 inh: hit marks shown above.
SMILES	Nrf2 activator	TGFb SMAD3 inh	IL-1B inflam inh
Cc1ccc(S(=O)(=O)NCC(Nc2cccc(Cl)c2)c2ccccc2)cc1 (stereo not given)	-2.5%	11µM*	nt

# Additional compounds.
SMILES,S2 tox,Nrf2 block,HepG2 viability,A549 tox,MCF10A rerep,ATXN2 expr inh,Nrf2 activator,TGFb SMAD3 inh,IL-1B inflam inh
Cc1ccc(Cl)cc1NC(=O)CN1CCN(C(=O)C2CCCO2)CC1 (stereo not given),i,-20%,-2%,-1%,1%,10%,0.1%,17%,12
O=C(NCCCn1ccnc1)C1CC(c2cccc(Br)c2)=NO1 (stereo not given),i,16%,-10%,-7%,-3%,2%,-0.2%,-4%,20
N#C/C(=C\c1cccn1S(=O)(=O)c1ccccc1)S(=O)(=O)c1ccc(F)cc1,i,nt,-4%,nt,nt,12%,-0.4%,-15%,25
COc1cccc(-c2cnc3c(NC(C)=O)cc(-c4ccc(C(=O)NC5CC5)cc4)cn23)c1,?,nt,-36%,nt,nt,?,4.6%,1%,?
CCOC(=O)[C@H]1[C@H]2COc3ccc(OC)cc3[C@@H]2N2C(=O)c3cc(OC)ccc3NC(=O)[C@@]12C,i,-19%,8%,0%,-5%,0%,0.5%,11%,-18
COc1cccc(NC(=O)c2nn(C)c3c2CS(=O)(=O)c2ccccc2-3)c1,i,-8%,4%,-1%,1%,-3%,-0.2%,-2%,-12
CN(C)CCCNC(=O)c1cccc(-c2ccc3nncn3c2)c1,i,nt,0%,nt,nt,3%,0.0%,-8%,83
C#CCCCCCCCCC(=O)NCCCC,i,-12%,11%,-7%,-19%,-6%,-0.1%,3%,3
Cc1ccc(NC(=O)c2nc[nH]c2C(=O)NCCCNC(=O)c2[nH]cnc2C(=O)Nc2ccc(C)cc2)cc1,i,-1%,-2%,-1%,-28%,2%,0.4%,?,-19
COc1ccc(N(C(=O)c2cccnc2)S(=O)(=O)c2ccc3c(c2)n(C)c(=O)n3C)cc1,i,-17%,-6%,-3%,-6%,-12%,0.2%,-9%,-7
CN(C)C(CNC(=O)c1cc(S(=O)(=O)N2CCOCC2)ccc1Cl)c1cccs1 (stereo not given),i,11%,-7%,-3%,20%,48%[activator],3.9%,-10%,29
COc1cc2c(C(=O)N3CCN(c4cccc(C)c4)C(C)C3)cn(CC(C)C)c(=O)c2cc1OC (stereo not given),?,-8%[9.27 µM],5%,-19%,nt,-25%,0.6%,?,nt
O=C(/C=C(O)/C=C/c1ccc(O)cc1)/C=C/c1ccc(O)cc1,i,-4%,-30%,-11%,?,-30%,?,?,-22
COc1ccc(-c2cc(C(F)(F)F)n3nc(C(=O)N4CCN5CCCC5C4)cc3n2)cc1OC (stereo not given),i,?,-40%,-1%,12µM*,-21%,3.0%,0%,-24
CC(=O)c1ccc(N2CCN(CC(=O)N(CC(C)C)c3c(N)n(CC(C)C)c(=O)[nH]c3=O)CC2)cc1,i,3%,-42%,-1%,7%,16%,-0.7%,5%,19
Cc1[nH]c2ccccc2c1/C=N/NC(=S)NC(C)C,i,15µM*,-14%,?,-3%,-13%,4.7%,4%,-30
Cc1ccccc1NC(=O)NC1(C(=O)N2CCOCC2)CCCCC1,i,-6%,-2%,-1%,0%,20%[11.3 µM],-0.4%,3%,7
Cc1cc(C)c2[nH]c(=O)c(CN(CC3CCCO3)S(=O)(=O)c3ccc4c(c3)OCCO4)cc2c1 (stereo not given),i,-13%,-1%,-11%[1.84 µM],5%,-7%,-0.5%,2%,?
CN(C)c1ccc(N=Nc2ccccc2C(=O)OCC(=O)N(C)c2ccccc2)cc1,?,19%,-4%,?,14%,28%,14%,-16%,-3
O=C(c1ccc2ncsc2c1)N1CCN(c2ccccc2Cl)CC1,i,3%,0%,7%,28%,8%,2.2%,-9%,-66*
CCCC1=C(C(=O)OCC)C(c2ccc(F)cc2)n2ncnc2N1 (stereo not given),?,-6%,14%,-4%,11%,1%,0.9%,-6%,26
O=C(Nc1cccnc1)c1sc(Nc2ccccc2)nc1-c1ccccc1,i,19%,-22%,-2%,16µM*,-24%,-0.3%,9%,-12
Cc1ccc(C)c(N2CCN(S(=O)(=O)c3cccc4cccnc34)CC2)c1,i,2%,-23%,14%,4%,-29%,-0.1%,-15%,9
COc1ccc2oc(=O)c(-c3csc(-c4ccc(Br)cc4)n3)cc2c1,i,nt,4%,0%,nt,-2%,0.5%,3%,nt
O=C(Nc1ccc2c(c1)C(N1CCOCC1)c1ccccc1-2)C(F)(F)F (stereo not given),i,-3%,1%,-8%,1%,-7%,-0.6%,0%,-6

# Given with bars between the fields: entries from further up
SMILES | S2 tox | Nrf2 block | HepG2 viability | A549 tox | MCF10A rerep | ATXN2 expr inh | Nrf2 activator | TGFb SMAD3 inh | IL-1B inflam inh
O=C(Nc1cccnc1)c1sc(Nc2ccccc2)nc1-c1ccccc1 | i | 19% | -22% | -2% | 16µM* | -24% | -0.3% | 9% | -12
Cc1ccc(C)c(N2CCN(S(=O)(=O)c3cccc4cccnc34)CC2)c1 | i | 2% | -23% | 14% | 4% | -29% | -0.1% | -15% | 9
COc1ccc2oc(=O)c(-c3csc(-c4ccc(Br)cc4)n3)cc2c1 | i | nt | 4% | 0% | nt | -2% | 0.5% | 3% | nt

# Source: PubChem BioAssay (National Center for Advancing Translational Sciences (NCATS))
